# 697 NFkB inh = inhibitors of PMA/ionomycin-induced NF-kB reporter, 697 cells, primary screen, B-cell NF-kB inhibitor project, cell-based, luminescence, uHTS | inhibition, % at 4 µM | 330,000 compounds, 0.33% hits | AID 435022, 2010 | 697 B-cell NF-kB luciferase reporter, 16 h; in the data active = inhibition above about 35%
# UPR XBP1 act = activators of adaptive XBP1 UPR arm, primary screen, cell-based, CHO-XBP1 luciferase reporter, luminescence, uHTS. 330,000 compounds, 0.33% hits. IRE1-XBP1 UPR activation; percent of tunicamycin response, DMSO as zero. activation, % at 20 µM;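 active = versus positive control, 20 µM dose yields 30% or more activation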;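 also: 100% = tunicamycin at 10 µg/mL and 0% = DMSO only wells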
#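 Material: CHO cell line with stable XBP1 luciferase reporter; buffer or medium: F12 medium containing 10% fetal bovine serum; compound: single point, 20 µM final compound, 1% DMSO; incubation: 6 h treatment, 37 °C; measured by: glow luminescence from Steady-Glo reagent; evaluation: activation, % of tunicamycin; control set: tunicamycin high, DMSO low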
# CXCR6 inh = CXCR6 receptor inhibitors, primary screen, cell-based, beta-arrestin, luminescence, CHO-K1 PathHunter, 1536-well | C-X-C chemokine receptor type 6 (Homo sapiens), O00574 | inhibition, % at 20 µM | AID 602244, 2012 | 360,000 compounds, 0.36% hits; in the data active = inhibition above about 34%, passing the limit was not always enough;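 also: antagonist mode with CXCL16 agonist at 10 nM final; 0% = 10 nM CXCL16 with DMSO and 100% = unstimulated wells without agonist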
# Target sequence (O00574 whole entry, looked up): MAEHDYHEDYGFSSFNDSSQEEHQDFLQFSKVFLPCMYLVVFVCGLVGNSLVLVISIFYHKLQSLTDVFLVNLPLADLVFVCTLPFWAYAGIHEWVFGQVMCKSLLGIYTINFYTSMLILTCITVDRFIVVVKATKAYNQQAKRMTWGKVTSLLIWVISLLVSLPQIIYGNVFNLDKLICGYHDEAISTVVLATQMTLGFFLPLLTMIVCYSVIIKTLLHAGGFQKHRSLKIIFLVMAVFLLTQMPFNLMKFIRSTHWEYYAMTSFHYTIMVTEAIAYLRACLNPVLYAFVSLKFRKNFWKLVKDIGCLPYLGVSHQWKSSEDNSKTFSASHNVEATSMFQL
# EBI2 block = EBI2 receptor antagonists, beta-arrestin recruitment, primary screen, cell-based, luminescence, 7a,25-OHC stimulation, uHTS; 7a,25-OHC stimulated; G-protein coupled receptor 183 (Homo sapiens), P32249; 360,000 compounds, 0.81% hits; inhibition, % at 5 µM; in the data active = inhibition above about 38%;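 also: enzyme fragment complementation signal reports receptor beta-arrestin coupling in cells; 0% = agonist plus DMSO wells and 100% = wells without agonist; some results beyond the cut were filed as inactive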
# Target sequence (P32249 whole entry, looked up, the tested form may be a part): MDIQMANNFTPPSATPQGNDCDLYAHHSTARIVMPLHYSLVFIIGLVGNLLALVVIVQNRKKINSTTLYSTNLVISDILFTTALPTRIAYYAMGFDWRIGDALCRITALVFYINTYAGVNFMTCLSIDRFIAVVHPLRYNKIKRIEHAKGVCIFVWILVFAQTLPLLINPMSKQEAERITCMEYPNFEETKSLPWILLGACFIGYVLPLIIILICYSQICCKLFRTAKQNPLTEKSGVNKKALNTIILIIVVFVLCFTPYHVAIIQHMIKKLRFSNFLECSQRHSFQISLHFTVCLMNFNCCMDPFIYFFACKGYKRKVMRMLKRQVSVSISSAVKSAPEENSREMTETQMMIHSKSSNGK
# CCR6 antag = CCR6 receptor antagonists, primary screen, cell-based, CHO-K1, luminescence, beta-arrestin, uHTS | C-C chemokine receptor type 6 (Homo sapiens), P51684 | CHO-K1 CCR6 PathHunter beta-arrestin, CCL20-stimulated | inhibition, % at 20 µM | 340,000 compounds, 0.49% hits | AID 493098, 2011;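 active = compounds whose inhibition of the agonist-driven luminescence signal at 20 µM reaches about 50%, limit read from the data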;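 also: cells stimulated with CCL20 at 14 nM final; plate controls were DMSO with CCL20 for no effect and DMSO without agonist for full effect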
# Target sequence (P51684 whole entry, looked up): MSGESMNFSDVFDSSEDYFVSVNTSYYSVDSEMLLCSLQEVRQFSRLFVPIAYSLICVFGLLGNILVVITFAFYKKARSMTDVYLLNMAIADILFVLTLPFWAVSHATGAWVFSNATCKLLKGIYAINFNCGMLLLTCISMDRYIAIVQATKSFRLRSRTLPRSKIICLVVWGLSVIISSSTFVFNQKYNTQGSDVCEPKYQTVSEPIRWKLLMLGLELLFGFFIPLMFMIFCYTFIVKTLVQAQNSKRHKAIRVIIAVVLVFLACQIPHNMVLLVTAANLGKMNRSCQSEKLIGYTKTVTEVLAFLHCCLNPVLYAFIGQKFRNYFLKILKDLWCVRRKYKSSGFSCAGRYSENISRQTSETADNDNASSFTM
# Jurkat NFkB inh = inhibitors of induced NF-kB luciferase reporter, primary screen, TCR NF-kB activation inhibitor project, cell-based, luminescence, uHTS; Jurkat, PMA/ionomycin-induced NF-kB luciferase reporter; inhibition, % at 4 µM; 330,000 compounds, 0.53% hits; AID 435003, 2010; in the data active = inhibition above about 50%
# Mdm2-MdmX inh = inhibitors of human Mdm2-MdmX association, primary screen, cell-based, luminescence, split luciferase, SaOS-2, uHTS; Protein Mdm4 (Homo sapiens) + E3 ubiquitin-protein ligase Mdm2 (Homo sapiens), …; SaOS-2 split-luciferase Mdm2/MdmX complementation; inhibition, % at 8 µM; 330,000 compounds, 3% hits; AID 485346, 2010;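 active = inhibition of at least 50% at 8 µM in the primary screen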
# UPR CHOP act = activators of apoptotic CHOP UPR arm, primary screen, cell-based, CHO-CHOP luciferase reporter, luminescence, uHTS. UPR activation; percent of tunicamycin response over DMSO baseline. activation, % at 10 µM. 330,000 compounds, 0.34% hits. AID 449763, 2010;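 active = at 10 µM dose, activation of 40% or more, normalized to positive control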;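 also: 100% = tunicamycin at 10 µg/mL and 0% = DMSO alone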
#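 Material: CHO-CHOP cells, stable luciferase reporter of PERK-eIF2a-CHOP signalling; quantity: 500 reporter cells seeded per well; buffer or medium: F12 medium containing 10% fetal bovine serum; compound: one dose, 10 µM in 0.5% DMSO; incubation: 6 h compound treatment, 37 °C; measured by: Steady-Glo luciferase luminescence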
# Gli-Sufu block = Gli-Sufu pathway antagonists, primary screen, luciferase luminescence, Sufu-KO-LIGHT cells, uHTS; 340,000 compounds, 0.74% hits; Sufu-KO-LIGHT fibroblasts, Gli luciferase reporter luminescence; inhibition, % at 5 µM; AID 588413, 2011;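 active = inhibition above about 55%, limit read from the data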;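 also: 0% = DMSO-treated cells and 100% = wells with medium but no cells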
# The depositor's hits bear a star; . = no result given.
molecule	697 NFkB inh	UPR XBP1 act	CXCR6 inh	EBI2 block	CCR6 antag	Jurkat NFkB inh	Mdm2-MdmX inh	UPR CHOP act	Gli-Sufu block
Cc1cccnc1NC(=O)c1ccc(OCC2CCCO2)cc1 (configuration not stated)	6	1	-14	-6	4	-18	-17	1.5	-15
CCc1cc2c(cc3c(=O)n(CC(=O)NCCCN4CCCCCC4)nc(CC)n32)s1	-4	-1	9	3	23	14	26	-0.3	32
CCN1C(=O)N[C@@H](c2ccccc2)[C@H](C(=O)OC)[C@H]1C	-3	1	5	-1	-9	4	-40	0.1	-8
Cc1ccc(/C=N/NC(=O)CN(Cc2ccccc2)S(=O)(=O)c2ccc3c(c2)OCCO3)cc1	-12	-1	0	10	5	2	-14	1.1	-8
F[B-](F)(F)c1cc2cc(Br)ccc2s1	.	.	-4	10	0	.	.	.	-1
CC(=O)Nc1ccc(NC(=O)CSc2nnnn2C2CCCCC2)cc1	-3	-1	-2	-9	-2	-23	-8	2.2	-8
COc1cc(Cl)c(S(=O)(=O)N2CCN(Cc3ccc4c(c3)OCO4)CC2)cc1Cl	-6	-1	14	2	1	-6	1	-1.5	-1
Cc1cc(C)n(CC(C)Nc2nc3nonc3nc2N2CCCCC2)n1 (configuration not stated)	-10	2	-10	-4	16	5	16	-1.4	4
COc1ccc(C(=O)NCCn2ccc3ccccc32)c(OC)c1	-107	2	2	1	18	-41	-16	2.9	-41
Cc1cc(C)c2nc(Cl)c(CN(Cc3ccco3)C(=O)Nc3ccccc3C)cc2c1	-7	10	10	10	9	45	63*	-1.4	45
O=[N+]([O-])c1cccc(-c2nc(-c3ccncc3)no2)c1	-5	-2	-3	-5	2	-30	-8	5.7	-29
O=C(Nc1nc(-c2ccc(F)cc2)cs1)c1cccc(N2C(=O)CCC2=O)c1	4	-6	2	10	9	0	19	0.9	-6
CC(C)C(NC(=O)c1ccccc1)C(=O)OCC(=O)N1CCCCC1 (configuration not stated)	10	-2	-4	-6	9	-2	-11	0.1	5
C#CCNC(=O)C1=C[C@@H](c2csc3ccccc23)[C@H](CCCO)[C@@H](OCC)O1	10	-2	0	-3	1	17	5	-0.1	0
NC(=O)Cc1c[nH]c2cccc(O)c12	-29	0	-8	-9	1	6	13	0.1	4
CCOC(=O)c1nn(-c2ccccc2)c(-c2ccccc2)c1C(=O)c1ccccc1	13	-5	4	16	21	-11	-11	0.2	0
O=C(Nc1ccc(S(=O)(=O)Nc2ncccn2)cc1)c1ccccc1	8	-5	0	-20	4	25	-10	2.2	4
NC(CSC1(c2cccc3ccccc23)c2ccccc2-c2ccccc21)C(=O)O (configuration not stated)	.	.	5	5	13	.	.	.	0
CC1(c2ccc(Cl)cc2)NC(=O)N(CC(=O)N2CCN(S(=O)(=O)c3ccccc3)CC2)C1=O (configuration not stated)	-1	-4	9	-8	6	15	-21	-0.1	-2
COc1ccccc1Nc1n[nH]c(=S)s1	-21	-2	4	-11	5	-24	-27	-0.3	-7
Cc1[nH]cc(Br)c(=O)c1Oc1ncc(C(F)(F)F)cc1Cl	10	-2	-1	-9	14	-2	7	-0.7	-4
Cc1ccc(S(=O)(=O)N2CCN(C(=O)CCC(=O)Nc3ccc(F)cc3F)CC2)cc1	8	-2	0	-5	-3	15	-4	0.9	6
CCCCN(CC)CCCNC(=O)CS(=O)(=O)Cc1nc(-c2cccc(OC)c2)oc1C	2	-1	-9	2	15	-2	9	-0.1	0
CC(=O)Nc1nc2c(s1)C(=O)NCC(C)(C)C2	-6	1	-2	-11	5	-5	-2	0.7	5
COc1ccc(OCCC(=O)Nc2cc(C)on2)cc1	0	-1	-11	-6	-7	-5	22	0.3	5
O=S(=O)(NCc1nc(-c2ccccc2)no1)c1ccc(F)cc1	11	-4	-17	6	-1	16	7	0.4	-1
CC(C)=CCc1c(O)ccc(C(=O)Cc2ccccc2)c1O	0	1	-18	-4	6	9	23	2.5	-1
Cc1ccc(C(=O)OCCn2cc(C#N)c(=O)[nH]c2=O)cc1	-54	2	-8	14	-2	-32	-16	-1.2	17
CCn1cnc2sc(C(=O)N3CCN(c4ccc(OC)cc4)CC3)c(C)c2c1=O	-29	1	-10	2	5	-17	-7	-1.1	-2
CNC(=S)NCCC(c1ccccc1)c1ccccc1	-4	0	12	2	6	-5	14	5.9	-3

# Some of the entries so far, with values under each structure:
# Under each structure: 697 NFkB inh | UPR XBP1 act | CXCR6 inh | EBI2 block | CCR6 antag | Jurkat NFkB inh | Mdm2-MdmX inh | UPR CHOP act | Gli-Sufu block
> COc1cc(Cl)c(S(=O)(=O)N2CCN(Cc3ccc4c(c3)OCO4)CC2)cc1Cl
    -6 | -1 | 14 | 2 | 1 | -6 | 1 | -1.5 | -1
> Cc1ccc(/C=N/NC(=O)CN(Cc2ccccc2)S(=O)(=O)c2ccc3c(c2)OCCO3)cc1
    -12 | -1 | 0 | 10 | 5 | 2 | -14 | 1.1 | -8
> NC(=O)Cc1c[nH]c2cccc(O)c12
    -29 | 0 | -8 | -9 | 1 | 6 | 13 | 0.1 | 4
> CNC(=S)NCCC(c1ccccc1)c1ccccc1
    -4 | 0 | 12 | 2 | 6 | -5 | 14 | 5.9 | -3
> COc1ccccc1Nc1n[nH]c(=S)s1
    -21 | -2 | 4 | -11 | 5 | -24 | -27 | -0.3 | -7
> Cc1cccnc1NC(=O)c1ccc(OCC2CCCO2)cc1 (configuration not stated)
    6 | 1 | -14 | -6 | 4 | -18 | -17 | 1.5 | -15

# (continued)
molecule	697 NFkB inh	UPR XBP1 act	CXCR6 inh	EBI2 block	CCR6 antag	Jurkat NFkB inh	Mdm2-MdmX inh	UPR CHOP act	Gli-Sufu block
O=C(Nc1ccc(S(=O)(=O)Nc2ncccn2)cc1)c1ccco1	2	-1	-2	-13	-4	6	18	1.1	6
CCC(C)[C@H](NC(=O)NCc1ccccc1Cl)C(=O)O (some centres not stated)	-7	2	4	-3	-3	6	-3	0.6	-1
COc1cc(OC)cc(-n2nnnc2SCC(=O)N2CCCc3ccccc32)c1	12	-2	7	-2	18	-18	17	0.0	1
COc1ccc(N(Cc2cc3ccccc3[nH]c2=O)C(=O)C2CCCO2)cc1 (configuration not stated)	3	-1	-2	-4	-7	3	-1	-2.0	-3
O=S(=O)(CCc1nc2ccccc2o1)c1ccc(Cl)cc1	9	-1	-1	4	-3	1	-12	-0.9	-2
Cc1ccc(OCC(=O)NCCNC(=O)c2ccc(C)nc2)cc1	-14	0	3	-10	-1	1	8	0.0	-9
CCc1sc(C(C2C(=O)CC(C)(C)CC2=O)C2C(=O)CC(C)(C)CC2=O)cc1[N+](=O)[O-]	8	-2	6	-7	10	-4	-12	3.1	6
Cc1cc(C)n(-c2ccc(C(=O)Nc3sccc3C(N)=O)cc2)n1	-153	2	-10	15	14	-115	-11	8.2	3
O=C(NC(=S)N1CCN(C(c2ccccc2)c2ccccc2)CC1)c1ccc(S(=O)(=O)N2CCOCC2)cc1	-16	3	10	-1	23	7	41	4.4	5
Cc1cc(N2CCN(C)CC2)nc2ccc(NC(=O)CCC3CCCC3)cc12	-16	1	0	9	6	-22	28	2.4	8
C#CCOCCOCCOCCNc1nc(N2CCN(C(=O)[C@H]([C@@H](C)CC)n3cc([C@@H](N)CO)nn3)CC2)nc(N2CCN(C(=O)[C@H]([C@@H](C)CC)n3cc([C@@H](N)CC(C)C)nn3)CC2)n1	5	2	1	0	-19	-1	17	0.2	-4
O=C(NCCc1cn2ccccc2n1)c1ccc(Br)o1	2	-4	-3	-6	2	-10	-10	0.5	-25
Cc1ccc2nc(-c3ccncc3)cc(C(=O)Nc3ccncc3)c2c1	-49	-3	-6	-60	-24	18	-2	-1.0	11
Cc1cc(NC(=O)NC(=O)c2ccc(F)cc2F)n[nH]1	-74	-15	9	1	-18	-70	-54	-2.3	-5
CCOc1ccc(CN(C)CC(=O)Nc2cccc3ccccc23)cc1OC	4	-1	-3	4	4	-6	-27	-0.9	1
COc1ccc(N(CC(=O)Nc2cccc(C(F)(F)F)c2)S(C)(=O)=O)cc1	-2	1	4	4	21	3	-4	1.9	-3
CCN(C1CCCCC1)S(=O)(=O)c1c(C)n(C)c(=O)n(C)c1=O	7	2	-4	2	-6	-3	0	0.7	-1
Cc1ccc(-c2cc([C@H]3[C@H]4C=CC[C@@H](C)[C@@H]4C(=O)N3Cc3ccccc3)ccc2F)cc1	1	0	10	5	19	-7	1	-1.2	-7
CC(NC(=O)C1CC2CCCC(C1)C2=O)c1ccccc1 (configuration not stated)	7	2	-7	3	-5	10	1	-2.9	-3
COCCCNC(=O)CCCn1c(=O)c2ccccc2n(CC(=O)Nc2c(C)cc(C)cc2C)c1=O	-4	-1	-1	1	5	6	14	3.2	-9
COc1ccc2c(c1)C1=NN(/C(C)=C/C(C)=O)C(c3ccc(F)cc3)C1CC2 (configuration not stated)	-70	2	-8	-25	17	-35	-27	10	-21
CSc1nc2ccccc2cc1/C=C(\C#N)c1ccc(Cl)cc1Cl	6	-4	-1	0	23	17	33	-1.3	9
Clc1ccc(CNc2nc(CN3CCOCC3)nc3scc(-c4ccccc4)c23)cc1	-62	-1	3	-41	31	2	0	0.5	13
CC1(C)CC(=O)C(N=Nc2ccc(OC(F)F)cc2)=C(O)C1	4	1	5	-6	20	-13	-16	1.1	1
Cc1ccc(NC(=O)CN2CCN(CCN=CC3=C(O)CC(c4ccccc4)CC3=O)CC2)cc1 (configuration not stated)	18	-1	-1	-7	5	-1	18	1.6	-5

# Record cards, as listed above. Order of values: 697 NFkB inh, UPR XBP1 act, CXCR6 inh, EBI2 block, CCR6 antag, Jurkat NFkB inh, Mdm2-MdmX inh, UPR CHOP act, Gli-Sufu block
# CCN1C(=O)N[C@@H](c2ccccc2)[C@H](C(=O)OC)[C@H]1C is entered as -3, 1, 5, -1, -9, 4, -40, 0.1, -8
# NC(=O)Cc1c[nH]c2cccc(O)c12 is entered as -29, 0, -8, -9, 1, 6, 13, 0.1, 4
# Cc1cc(C)n(-c2ccc(C(=O)Nc3sccc3C(N)=O)cc2)n1 is entered as -153, 2, -10, 15, 14, -115, -11, 8.2, 3
# Cc1cc(C)n(CC(C)Nc2nc3nonc3nc2N2CCCCC2)n1 (configuration not stated) is entered as -10, 2, -10, -4, 16, 5, 16, -1.4, 4
# COc1ccc2c(c1)C1=NN(/C(C)=C/C(C)=O)C(c3ccc(F)cc3)C1CC2 (configuration not stated) is entered as -70, 2, -8, -25, 17, -35, -27, 10, -21

# From PubChem BioAssay
